# NOD2 inhibition = NOD2 signaling inhibitors, cell-based, luminescence, uHTS, HEK293 (AID 1566) | HEK293 NOD2/NF-kB luciferase reporter, luminescence; higher % means a stronger effect | one-dose inhibition, % at 4 µM; EC50 in µM for titrated hits | hit rate 0.63% among 290,000; further: many of its hits are not listed in these tables
# XIAP antagonists = XIAP antagonists, biochemical, IAP family, fluorescence polarization (AID 1018); E3 ubiquitin-protein ligase XIAP (Homo sapiens); hit rate 0.007% among 200,000; displacement, % at 20 µM; hits with a dose series show IC50 in µM; XIAP BIR domain, fluorescence polarization peptide displacement; higher % means a stronger effect; in the data active means displacement above about 50%; further: a part of the inactive calls stands beside numbers as strong as those of hits
# KOR beta-arrestin-1 = KOR agonists, beta-arrestin recruitment, primary screen, cell-based, luminescence, uHTS (AID 1777). one-dose activation, % at 10 µM; EC50 in µM for titrated hits. Kappa-type opioid receptor (Homo sapiens). hit rate 0.02% among 280,000. KOR beta-arrestin recruitment, luminescence; higher % means a stronger effect; in the data active means activation above about 50%, passing the limit was not always enough; further: a part of the inactive calls stands beside numbers as strong as those of hits
# PMI inhibitors = inhibitors of human PMI, primary screen, biochemical, fluorescence intensity, coupled assay (AID 1209) | purified PMI enzyme, coupled fluorescence intensity; higher % means a stronger effect | one-dose inhibition, % at 20 µM; IC50 in µM for titrated hits | hit rate 0.42% among 190,000;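 further: plate controls were DMSO vehicle for no effect and wells lacking substrate for full effect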
# TNAP activation fold = human TNAP enzyme activators, primary screen, biochemical, luminescent, no phosphate acceptor, uHTS (AID 1001) | Alkaline phosphatase, tissue-nonspecific isozyme (Homo sapiens) | purified TNAP, luminescent activation assay, no phosphate acceptor; higher activation fold means a stronger effect | activation fold at 20 µM, or EC50 in µM where a hit was titrated | hit rate 0.03% among 200,000; in the data active means activation fold from about 3, or a potency from the dose series; inactive means the rest, 99 in 100 with activation fold below about 1.6; further: many of its hits are not listed in these tables
# LYP inhibition = inhibitors of LYP phosphatase, biochemical, fluorescence intensity, uHTS (AID 1779) | Tyrosine-protein phosphatase non-receptor type 22 (Homo sapiens) | inhibition, % at 11.5 µM; hits with a dose series show IC50 in µM | hit rate 0.054% among 290,000 | recombinant LYP phosphatase, fluorescence intensity; higher % means a stronger effect;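 further: plate controls were vehicle with enzyme for no effect and no enzyme for full effect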
# human PMI inhibitors = human PMI inhibitors, high substrate, primary screen, biochemical, fluorescence intensity, high mannose 6-phosphate (AID 1220); recombinant PMI enzyme, coupled fluorescence intensity; higher % means a stronger effect; inhibition, % at 20 µM; hits with a dose series show IC50 in µM; hit rate 0.66% among 190,000
# KOR beta-arrestin-2 = KOR antagonists, beta-arrestin recruitment, cell-based, luminescence, uHTS (AID 1778); hit rate 0.091% among 290,000; inhibition, % at 10 µM, or IC50 in µM where a hit was titrated; KOR beta-arrestin recruitment, luminescence, antagonist mode; higher % means a stronger effect; Kappa-type opioid receptor (Homo sapiens); further: strong numbers were not always called active
# NOD1 NF-kB reporter = NOD1 signaling inhibitors, primary screen, cell-based, luminescence, uHTS (AID 1578); NOD1-driven NF-kB luciferase reporter cells, luminescence; higher % means a stronger effect; one-dose inhibition, % at 4 µM; EC50 in µM for titrated hits; hit rate 1% among 290,000; in the data active means inhibition mostly above about 36%, no sharp cut-off; inactive means mostly below about 34%;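 further: HEK-293T reporter cells stimulated with the NOD1 agonist gamma-tri-DAP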
# * marks the source's active call; other numbers are inactive results; . = not tested or not shown; [ ] = another dose, or the depositor's remark. Unless noted, no stated cut-off is given here; in the data, active means inhibition above about 50%; inactive means the rest.
# Values run as follows: NOD2 inhibition	XIAP antagonists	KOR beta-arrestin-1	PMI inhibitors	TNAP activation fold	LYP inhibition	human PMI inhibitors	KOR beta-arrestin-2	NOD1 NF-kB reporter
Fc1cnc(N2CCOCC2)nc1N1CCc2ccccc21
  13.0%	-6.4%	-1.6%	1.6%	1.1	-2.5%	4.5%	-1.3%	-16.4%
N#CCCN(CCN1CCCC1)S(=O)(=O)c1ccc(-c2ccc([N+](=O)[O-])cc2)cc1
  1.0%	11.8%	.	17.7%	1.1	-1.8%	13.1%	-11.1%[20 µM]	19.6%
CCCNC(=O)NC(C(=O)OC)C12CC3CC(CC(C3)C1)C2 (stereo not given)
  15.3%	-5.5%	-3.8%	5.2%	1	-8.7%	5.0%	-3.7%	-20.6%
COc1ccc(CCNC(=O)CSc2cccc3cccnc23)cc1OC
  2.4%	-6.9%	-5.1%	-9.1%	1.1	-1.6%	-6.3%	26.7%	3.5%
Cc1ccc(N2CCN(S(=O)(=O)c3ccc4oc(=O)ccc4c3)CC2)c(C)c1
  37.2%	.	-2.3%	.	.	-13.0%	.	-20.3%	26.3%
O=c1[nH]c(CN2CCN(c3ccc([N+](=O)[O-])cc3)CC2)nc2ccsc12
  -1.5%	-2.1%	-3.1%	2.8%	0.9	-2.6%	-3.0%	-7.5%	11.2%
COCCn1c(SCC(=O)Nc2ccccc2OC)nc2c([nH]c3ccccc32)c1=O
  -20.2%	.	-4.3%	.	.	-1.9%	.	14.2%	-11.4%
CCc1ccc(NC(=S)NC2CC3CCCC(C2)N3Cc2cccs2)cc1 (stereo not given)
  11.9%	-5.2%	-6.3%	7.3%	1.5	-6.3%	3.0%	28.0%	-2.8%
Cc1[nH]nc2c1C(c1ccc(F)cc1)C1=C(CC(C)(C)CC1=O)N2 (stereo not given)
  5.0%	-4.4%	-0.9%	4.2%	1.1	-1.8%	6.8%	18.7%	-14.0%
CCc1ccc(NC2=NCC(=O)N2Cc2ccc3c(c2)OCO3)cc1
  -0.1%	-23.9%	.	6.0%	1.1	-3.4%	-8.5%	29.6%	-18.5%
COc1ccc(NC(=O)Cn2nnc(-c3ccccc3N)n2)cc1OC
  2.3%	2.2%	-0.6%	12.2%	1.1	3.8%	11.2%	35.2%	-40.6%
Cc1ccc(Nc2nc3ccccc3c(=O)s2)cc1
  -31.2%	-3.8%	.	8.0%	1.1	-10.3%	15.9%	-33.2%[20 µM]	-6.9%
Cc1cc(N2CCCCC2)nc(SCc2ccc(C#N)cc2)n1
  9.1%	-4.6%	13.2%	12.8%	1.1	-0.5%	13.9%	29.0%	24.4%
O=C(NCCCn1ccnc1)c1ccc(-c2ccccc2)cc1
  11.7%	.	-3.8%	.	.	-6.8%	.	-18.7%	1.7%
OC1(c2ccc(F)cc2)CN(c2ccccc2)C2=[N+]1CCS2 (stereo not given)
  -6.2%	-2.4%	2.0%	22.2%	1	-2.8%	20.0%	21.5%	-21.4%

# Values run as follows: NOD2 inhibition	XIAP antagonists	KOR beta-arrestin-1	PMI inhibitors	TNAP activation fold	LYP inhibition	human PMI inhibitors	KOR beta-arrestin-2	NOD1 NF-kB reporter
COc1ccc2c(CSc3nnc(-c4cccnc4)n3-c3ccccc3F)cc(=O)oc2c1
  5.7%	-11.6%	4.1%	4.2%	1.6	-3.3%	1.7%	-8.9%	-12.1%
Cc1ccccc1S(=O)(=O)Cc1ccc(C(=O)NCc2ccco2)o1
  14.1%	.	0.5%	.	.	-10.0%	.	-12.9%	-5.4%
O=C(CN1CCN(c2ccc(O)cc2)CC1)Nc1ccc(-c2ccccc2)cc1
  -34.6%	.	3.0%	.	.	-1.4%	.	-51.9%	-54.8%
CCN1CCN(C(c2ccc(OC)cc2)C(O)C(=O)c2c[nH]c3ccccc23)CC1 (stereo not given)
  4.3%	-4.1%	-2.4%	-6.9%	1.1	-8.8%	-3.6%	20.4%	9.8%
CCn1c(Sc2nc(C)nc3scc(-c4cccs4)c23)n[nH]c1=O
  37.8%	-6.9%	-1.1%	-1.9%	1	3.1%	1.2%	17.5%	68.2%
COc1ccccc1N(CC(=O)NC1CCCCC1)S(C)(=O)=O
  6.2%	-1.3%	1.6%	6.3%	1.1	-1.3%	4.9%	-18.1%	-9.2%
COc1ccc(-n2nc([N+](=O)[O-])c(=NCCc3ccccc3)n2O)cc1
  11.6%	-0.3%	1.7%	10.0%	1.2	-5.7%	-1.2%	14.0%	-26.0%
CCOCCCNC(=O)C(NC(=O)c1ccccn1)c1ccc(C)cc1 (stereo not given)
  0.3%	-2.1%	6.6%	-7.2%	1	-0.4%	3.2%	-19.2%	-36.6%
O=C(CSc1nc2c(c(=O)n1-c1ccc(F)cc1)SCC2)NCC1CCCO1 (stereo not given)
  -7.2%	-8.5%	-5.2%	3.1%	1.2	-5.4%	5.2%	-27.4%	-8.4%
NC(=O)c1c(NC(=O)CSc2nc3c(c(C(F)(F)F)n2)CCc2ccccc2-3)sc2c1CCCC2
  -9.4%	-0.4%	-3.4%	6.8%	1.1	1.9%	7.8%	25.0%	-20.3%
O=C(Cn1cncn1)N/N=C/c1cccc2ccccc12
  3.6%	-3.8%	-2.6%	-5.0%	1.1	-1.9%	-8.6%	-39.7%	-26.0%
CSc1cccc(NC(=O)C2(S(=O)(=O)c3ccc(C)cc3)CC2)c1
  11.2%	-6.4%	1.7%	-13.4%	1.1	-7.2%	-16.3%	-26.6%	3.8%
O=C(NCCc1cn2ccccc2n1)c1ccc(Br)o1
  -2.2%	-0.8%	1.6%	-0.5%	1	-5.2%	2.5%	-2.5%	-9.6%
CCO[C@H]1OC(C(=O)N2CCN(Cc3ccccc3)CC2)=C[C@@H](C2CCCCC2)[C@@H]1CCCO
  -22.6%	-4.1%	-2.8%	2.0%	1	-9.1%	1.1%	-0.1%	-22.2%
CC(CNC(=O)CCC(=O)N1CCOc2ccc(Cl)cc21)c1ccccc1 (stereo not given)
  -6.4%	.	3.6%	.	.	-1.1%	.	-13.2%[20 µM]	-21.0%

# Already shown: an excerpt of the list.
# Values run as follows: NOD2 inhibition	XIAP antagonists	KOR beta-arrestin-1	PMI inhibitors	TNAP activation fold	LYP inhibition	human PMI inhibitors	KOR beta-arrestin-2	NOD1 NF-kB reporter
Cc1ccc(Nc2nc3ccccc3c(=O)s2)cc1
  -31.2%	-3.8%	.	8.0%	1.1	-10.3%	15.9%	-33.2%[20 µM]	-6.9%
Cc1cc(N2CCCCC2)nc(SCc2ccc(C#N)cc2)n1
  9.1%	-4.6%	13.2%	12.8%	1.1	-0.5%	13.9%	29.0%	24.4%

# Other results:
SMILES	NOD2 inhibition	XIAP antagonists	KOR beta-arrestin-1	PMI inhibitors	TNAP activation fold	LYP inhibition	human PMI inhibitors	KOR beta-arrestin-2	NOD1 NF-kB reporter
O=C(Nc1cccc(S(=O)(=O)N2CCOCC2)c1)c1ccc2c(=O)n3c(nc2c1)CCCCC3	22.2%	-3.3%	0.3%	-7.6%	1.1	5.5%	-7.8%	-50.1%	-28.7%
O=C(Nc1ccc(F)cc1)c1ccccc1NS(=O)(=O)N1CCCC1	13.8%	-3.5%	.	16.2%	1	-3.8%	13.2%	-2.4%	-6.8%
C=Cn1cc[n+](CC(=O)c2ccc(Cl)cc2)c1	-0.1%	.	-6.7%	.	.	-14.0%	.	15.0%[20 µM]	-31.2%
COc1ccc(C(=O)N2CCC(NC(=O)C(Cc3ccccc3OC)NC(C)=O)CC2)cc1 (stereo not given)	2.3%	.	-4.9%	.	.	-13.9%	.	-33.4%	-8.0%
COC(=O)C1=C(C)NC(=O)NC1c1ccc(-c2ccccc2Cl)o1 (stereo not given)	-0.8%	-8.9%	10.4%	-10.7%	1.1	-8.1%	5.0%	-19.0%	-15.7%
CNC(=O)CN(Cc1ccccc1)S(=O)(=O)c1ccccc1	16.0%	-6.0%	-1.3%	7.0%	1.1	-11.2%	8.6%	-12.5%	-4.1%
CCCCc1ccc(NC(=O)C(=O)NCCN2CCN(C(=O)c3ccc([N+](=O)[O-])cc3)CC2)cc1	17.1%	.	0.4%	.	.	-7.5%	.	0.0%	0.1%
Brc1ccc(CN2C3=NCCCN3c3ccccc32)cc1	-3.5%	-1.6%	5.7%	-5.2%	1	-2.3%	-6.4%	-9.1%	-8.8%
Cc1ccc(CNC(=O)c2nccnc2C(=O)O)cc1	14.6%	.	-2.3%	.	.	-6.7%	.	-8.6%	-1.2%
Cc1ccc(C(=O)CC2(O)C(=O)N(Cc3ccccc3Cl)c3ccccc32)o1 (stereo not given)	1.7%	-5.2%	1.9%	6.3%	1.1	0.4%	1.3%	17.2%	4.2%
CCOC(=O)c1sc(=NC(=O)c2ccc(S(=O)(=O)N3CC(C)OC(C)C3)cc2)n(C)c1C (stereo not given)	12.7%	-6.4%	-1.4%	-0.5%	1	-11.6%	-0.8%	-1.1%	-10.7%
Cc1ccc(/C=N/n2c(-c3ccco3)n[nH]c2=S)cc1	14.7%	.	-4.1%	.	.	-3.5%	.	19.7%	4.8%
Cc1c(C)n(CC(O)CN2C(=O)c3ccccc3S2(=O)=O)c2ccccc12 (stereo not given)	-7.7%	-5.4%	0.8%	10.6%	1	-4.0%	5.7%	-34.1%	-6.9%
CCc1ccc(C(C(=O)NCc2ccccc2)N(C(=O)c2csnn2)C2CC2)cc1 (stereo not given)	13.0%	.	-3.6%	.	.	-10.4%	.	-7.0%	-14.2%
Cc1ccc(-c2nnn(CC(=O)N(CC(=O)NC3CCCC3)c3ccc(F)cc3)n2)o1	5.2%	.	-4.0%	.	.	-7.3%	.	12.6%	-16.2%
COc1ccc(C2=NN(C(=O)/C=C/c3ccccc3)C(c3ccccc3)C2)c(OC(C)=O)c1 (stereo not given)	-0.5%	-2.6%	3.2%	21.1%	1.2	-6.7%	8.3%	-18.7%	23.2%
C=CCNC(=S)NNC(=O)c1cccc(Br)c1	6.8%	-8.0%	-4.4%	-2.1%	1.8	-6.7%	3.0%	15.4%	-27.9%
O=C(Cc1cccs1)Nc1nnc(SCc2ccc(Br)cc2)s1	19.4%	-4.0%	-4.9%	11.8%	1.1	0.1%	12.9%	18.8%	-12.3%
CCc1ccccc1NC1=CC(=O)CC(C)(C)C1	13.6%	9.3%	-4.3%	-7.3%	1.1	-5.7%	0.2%	14.6%	-4.9%
CCN(CC)CCNC(=O)/C(=N\O)c1ccccn1	-1.6%	-0.8%	.	3.8%	1.1	-1.7%	6.1%	-42.7%[20 µM]	-22.2%
c1coc(-c2nnc(SCc3nc4ccccc4[nH]3)o2)c1	16.3%	-1.2%	2.6%	-2.2%	1.2	-6.9%	3.4%	-19.6%	-2.7%
C=CCN(C(=O)c1cc(C)cc(C)c1)C1(C(=O)Nc2ccccc2)CCN(C(C)C)CC1	-3.8%	-8.0%	-4.7%	2.1%	1.1	-6.7%	3.8%	-12.2%	-16.4%

# Screens from PubChem.

# This is a subset; count on the stated rates, not on these rows.
